A3A deaminase = APOBEC3A ssDNA deaminase inhibitors, primary screen, selectivity assay for APOBEC3G inhibitor project, biochemical, FAM/TAMRA oligo cleavage fluorescence | DNA dC->dU-editing enzyme APOBEC-3A (Homo sapiens), P31941 | recombinant A3A, FAM/TAMRA ssDNA deamination fluorescence | inhibition, % at 20 µM | 0.41% of 330,000 active | AID 493011, 2011;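 active means at least 40% inhibition at 20 µM here, with at most 30% in a related deaminase screen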;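 further: plate controls were A3A with DMSO for no effect and wells lacking A3A enzyme for full effect; some results filed as inactive read as strong as hits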
Target sequence (P31941 whole entry, looked up): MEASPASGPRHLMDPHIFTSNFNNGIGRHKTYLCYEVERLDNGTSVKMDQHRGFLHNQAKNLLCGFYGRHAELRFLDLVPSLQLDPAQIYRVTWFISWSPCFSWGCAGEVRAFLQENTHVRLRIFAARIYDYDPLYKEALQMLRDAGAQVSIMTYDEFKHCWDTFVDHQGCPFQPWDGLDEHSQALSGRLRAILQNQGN
mIAP block = inhibitors of mouse IAP, primary screen, biochemical, luminescence, uHTS; inhibition, % at 10 µM; 0.2% of 330,000 active; purified mouse IAP, CDP-Star luminescence, 30 min; AID 2806, 2010;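 active means inhibition of at least 40% at 10 µM in the primary screen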;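 further: plate controls were DMSO with enzyme for no effect and no enzyme wells for full effect; values of inactives mirror those of a sister screen read the other way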
hIAP inh = human IAP inhibitors, primary screen, biochemical, luminescence, uHTS. purified IAP, CDP-Star luminescence, 30 min. inhibition, % at 10 µM. 0.12% of 330,000 active;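 active means inhibition reaching a set limit with compound at 10 µM in the primary screen, cut at about 35% in these data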;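 further: plate controls were DMSO wells with enzyme for no effect and no-enzyme buffer wells for full effect; values of inactives mirror those of a sister screen read the other way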
MPTP block = mitochondrial permeability transition pore inhibitors, primary screen, biochemical, isolated mouse mitochondria, absorbance | 1.4% of 360,000 active | inhibition, % at 10 µM | Ca2+ swelling absorbance, 30 min;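 active means inhibition of 50% or more, scaled per plate between neutral and stimulator controls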;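 further: 0% = DMSO wells given calcium and 100% = 1 mM EGTA wells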
APOBEC3G inh = APOBEC3G DNA deaminase inhibitors, primary screen, biochemical, fluorescence, single-stranded DNA substrate, uHTS; recombinant A3G, ssDNA deamination FAM/TAMRA fluorescence; inhibition, % at 20 µM; 0.28% of 330,000 active; DNA dC->dU-editing enzyme APOBEC-3G (Homo sapiens), Q9HC16;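 active means inhibition of at least 40% at 20 µM, with no more than 30% in the related APOBEC3A deaminase screen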;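 further: plate controls were DMSO wells with A3G for no effect and wells lacking A3G enzyme for full effect; some compounds called inactive have numbers as strong as hits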
Target sequence (Q9HC16 whole entry, looked up): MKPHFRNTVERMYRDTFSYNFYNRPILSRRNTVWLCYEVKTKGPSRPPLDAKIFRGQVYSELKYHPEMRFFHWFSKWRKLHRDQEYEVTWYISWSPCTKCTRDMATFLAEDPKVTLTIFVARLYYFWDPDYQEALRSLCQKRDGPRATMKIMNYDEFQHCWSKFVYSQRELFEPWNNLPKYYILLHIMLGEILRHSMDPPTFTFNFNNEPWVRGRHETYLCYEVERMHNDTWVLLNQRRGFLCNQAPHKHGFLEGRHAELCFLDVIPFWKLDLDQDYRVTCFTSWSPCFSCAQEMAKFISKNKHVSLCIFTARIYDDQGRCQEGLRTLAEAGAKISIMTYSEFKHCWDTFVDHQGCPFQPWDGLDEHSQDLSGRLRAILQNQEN
mIAP act = activators of mouse IAP, primary screen, biochemical, luminescence, uHTS. AID 2805, 2010. muIAP, CDP-Star luminescence, 30 min; hits give high values; 1 = vehicle-only enzyme signal, 0 = enzyme-free wells. activation factor at 10 µM. intestinal alkaline phosphatase [Mus musculus]. 0.24% of 330,000 active;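 active means activation factor of at least 2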; further: the source names both 10 and 20 µM as test concentration; values of inactives mirror those of a sister screen read the other way
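Assay system: mouse IAP enzyme; Reagent: CDP-Star chemiluminescent phosphatase substrate; Compound: DMSO-dissolved test compounds; Incubation: 30 min, room temperature; Technique: luminescence from enzymatic CDP-Star hydrolysis; Controls: DMSO-only wells and no-enzyme negative control.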
hIAP activ = human IAP activators, primary screen, biochemical, luminescence, uHTS. Intestinal-type alkaline phosphatase (Homo sapiens), P09923. purified human IAP, CDP-Star luminescence, 30 min; hits give high values; 1 = vehicle-only enzyme, 0 = enzyme-free background. activation factor at 10 µM. 0.16% of 330,000 active. AID 2524, 2010;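 active means activation factor of the enzyme at least 2-fold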; further: the source names both 10 and 20 µM as test concentration; values of inactives mirror those of a sister screen read the other way
GRIN3A LBD mod = binders of NR3A ligand-binding domain, primary screen, biophysical, differential scanning fluorimetry, uHTS; NR3A LBD differential scanning fluorimetry, Tm shift; 0% = protein alone, 100% = glycine-bound protein; Glutamate receptor ionotropic, NMDA 3A (GRIN3A) ligand-binding domain; Tm shift relative to glycine control, % at 25 µM; 2.5% of 340,000 active; AID 1259313, 2017;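 active means melting temperature shift of at least 10% of the positive control shift, at one fixed dose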
beta cell repl = inducers of MIN6 beta-cell proliferation, primary screen, ATP luminescence, uHTS; MIN6 cells proliferation, ATPlite luminescence, 48 h; cells starved in 0.2% serum; 100% = growth in 10% serum; proliferation, % at 10 µM; 0.29% of 330,000 active; AID 2380, 2010;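 active means compounds whose signal lies at least 3.5 SD above the mean of all wells on their plate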;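 further: 0% = DMSO-treated cells in low-serum medium and 100% = 10% serum control; some compounds called inactive have numbers as strong as hits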
* marks the source's active call; other numbers are inactive results; . = not tested or not shown.

SMILES	A3A deaminase	mIAP block	hIAP inh	MPTP block	APOBEC3G inh	mIAP act	hIAP activ	GRIN3A LBD mod	beta cell repl
C=CCOc1ccccc1/C=C/C(=O)O	0	3	4	0.6	-7	0.97	0.96	-1	-2
COc1ccc(C)cc1CN1C(=O)c2ccccc2C1=O	3	-6	6	-1.6	1	1.1	0.94	1	-1
CCOC(=O)Cn1nnc(-c2cccc(OC)c2)n1	-1	-2	0	-0.5	-5	1	1	2	0
CNC(=O)c1cc(S(=O)(=O)NC2CCCCCC2)ccc1C	12	5	-25	-0.3	-1	0.95	1.2	-1	0
CC(C)N(Cc1nc(-c2ccccc2)no1)C(=O)CN1C(=O)c2ccccc2C1=O	2	1	11	0.4	-1	0.99	0.89	3	-2
Cc1ccc(-c2ccc(OC(=O)c3ccc(=O)[nH]c3)c(C)c2)cc1	4	10	-14	0.1	-8	0.9	1.1	0	-3
COc1cc(NS(=O)(=O)c2ccc(F)cc2)c(OC)cc1NC(C)=O	-6	3	-2	-2.0	-6	0.97	1	0	-3
COc1ccc(/C=N/NC(=O)c2ccn[nH]2)cc1CN1CCOCC1	-5	-16	-40	2.8	-3	1.2	1.4	0	-2
CCC(C)[C@H](NC(=O)Nc1cccc(Br)c1)C(=O)OC (stereo not given in full)	-1	6	-5	9.8	-1	0.94	1	-7	0
COCc1cc(=O)[nH]c(/N=C(\N)Nc2ccccc2C)n1	-1	7	-33	3.4	-7	0.93	1.3	1	6
N#CC1=C(N)Oc2c(ccc3cccnc23)C1c1cccnc1 (stereo not given)	0	2	5	-2.1	0	0.98	0.95	-3	-5
COc1ccc(NC(=O)Nc2ccc3c(c2)C(=O)N([C@H](C)CO)C[C@H](C)[C@@H](CN(C)C(=O)NC2CCCCC2)O3)cc1	-2	-139	-7	-1.0	-4	2.4*	1.1	0	0
CC(NC(=O)c1cc(Br)ccc1Br)c1ccccc1 (stereo not given)	3	-10	-5	.	2	1.1	1	.	-3
CC(C)NC(=O)CN1C(=O)C(=O)c2ccccc21	1	6	10	-0.2	-2	0.94	0.9	-1	-4
CCc1cccc(CC)c1-n1c(SCC(=O)N2CCc3ccccc3C2)nnc1-c1cccnc1	-5	1	-18	0.8	-15	0.99	1.2	-4	-2
Cc1ccc(Cn2nnc3c(=O)n(CC(=O)OCc4ccccc4)cnc32)cc1	-4	-4	-11	0.5	-5	1	1.1	-1	-4
COc1ccc(C(=O)/C=C/c2ccccc2)c(OC)c1	-2	15	3	1.4	-6	0.85	0.97	0	-6
Cc1cccc(C)c1NC(=O)C(c1ccccc1)N1CCN(C(=O)c2ccco2)CC1 (stereo not given)	1	0	-10	-2.2	-5	0.99	1.1	1	2
CN1CCN(c2nc(Nc3ccccc3)nc(N)c2[N+](=O)[O-])CC1	8	-2	-23	1.4	3	1	1.2	-1	0
Nc1ccccc1C(=O)Nc1cccc2ccccc12	4	-2	-32	-0.9	3	1	1.3	-2	-2
CCN(CC)CCCNC(=S)N1CCN(c2nc(-c3ccc(F)cc3)cs2)CC1	0	-9	-10	12	-2	1.1	1.1	-1	-4
COc1ccc(-c2n[nH]c(C)c2-c2ccc(OC)c(OC)c2)c(O)c1	0	-10	-62	1.7	-2	1.1	1.6	0	-2
CN(CCC#N)C(=O)CSc1nc2scc(-c3ccccc3)c2c(=O)[nH]1	0	-2	-6	-0.7	0	1	1.1	7	-1
COc1ccc(S(=O)(=O)Nc2ccc3c(c2)OCO3)cc1C	0	-2	-21	0.4	5	1	1.2	1	-3
O=C(CNC(=O)c1ccco1)Nc1ccc2c(c1)OCCO2	-2	0	-5	0.5	-7	1	1.1	-3	-1

Structures shown so far with a cyano group, in the order listed:
SMILES	A3A deaminase	mIAP block	hIAP inh	MPTP block	APOBEC3G inh	mIAP act	hIAP activ	GRIN3A LBD mod	beta cell repl
N#CC1=C(N)Oc2c(ccc3cccnc23)C1c1cccnc1 (stereo not given)	0	2	5	-2.1	0	0.98	0.95	-3	-5
CN(CCC#N)C(=O)CSc1nc2scc(-c3ccccc3)c2c(=O)[nH]1	0	-2	-6	-0.7	0	1	1.1	7	-1

(cont.)
SMILES	A3A deaminase	mIAP block	hIAP inh	MPTP block	APOBEC3G inh	mIAP act	hIAP activ	GRIN3A LBD mod	beta cell repl
O=C(NCc1ccccc1)[C@]1(C(F)(F)F)C[C@H](CCc2ccccc2)CCCO1	2	-7	-3	-0.5	-8	1.1	1	-4	-6
Cc1cc(Nc2ccccc2)nc2cc(O)ccc12	1	-10	-8	1.1	-7	1.1	1.1	-12	4
Nc1c(S(=O)(=O)c2cccc(Cl)c2)c2nc3ccccc3nc2n1/N=C/c1ccc(O)c(O)c1	8	13	9	.	-1	0.87	0.91	.	-5
COc1cc(C(=O)Oc2cccc(C)c2)cc(OC)c1OC	2	9	1	-1.4	0	0.91	0.99	-1	0
CCC(=O)Nc1ccc2nc(SCC(=O)N3CCCC3)sc2c1	1	15	15	1.2	-8	0.85	0.85	0	-2
CC(=O)Nc1cc(NC(C)=O)cc(C(=O)OCC(=O)c2ccc3c(c2)OCO3)c1	6	0	14	1.4	13	0.99	0.86	-1	-3
COc1cc(/C=C2\NC(=S)NC2=O)ccc1OCc1cccc(C(=O)O)c1	1	2	-16	-0.4	-7	0.97	1.2	0	-2
CC(=O)NCCCC(=O)NC(CCC(=O)OCc1ccccc1)C(=O)OCc1ccccc1 (stereo not given)	4	1	-3	0.1	-3	0.99	1	0	-2
CCNc1nc(NC(C)C)nc(OCCOC(=O)Nc2ccccc2)n1	-6	0	-1	-0.8	-10	1	1	-7	1
COc1ccc(-c2cccc(NS(=O)(=O)c3ccccc3[N+](=O)[O-])c2)nn1	0	2	8	-1.2	0	0.98	0.92	1	-3
Cc1ccc(S(=O)(=O)c2nc(-c3ccccc3Br)oc2N(C)C)cc1	-5	-3	-32	-1.1	-2	1	1.3	-1	0
O=C(NCCO)c1ccc2nc(-c3ccco3)c(-c3ccco3)nc2c1	79	17	-2	1.5	78	0.83	1	0	0
Cc1nn(-c2ncc(C(F)(F)F)cc2Cl)c(=O)n1-c1c(F)cccc1F	2	-5	5	0.7	0	1	0.95	-1	-1
COC(=O)c1ccc(/C=C/C(=O)OCC(=O)Nc2cc(C)on2)cc1	1	-9	-15	-1.1	1	1.1	1.2	1	3
CC1CCCCC1NC(=O)/C(C#N)=C/c1ccc(OCC(N)=O)cc1 (stereo not given)	-3	-2	-2	0.8	-9	1	1	-10	0
CCOc1ccc(OCc2ccc(C(=O)N3CCCC3)o2)cc1	1	-10	-34	-1.6	-3	1.1	1.3	-5	2
COc1cccc(N2CCN(Cc3nc(N)nc(Nc4ccccc4)n3)CC2)c1	-6	4	-3	-1.5	-11	0.96	1	1	-3
CC(C)(C)c1csc(NC(=O)c2ccc(Br)o2)n1	-5	-1	-18	-1.8	-9	1	1.2	1	-3
O=C(O)COc1ccccc1/C=N/NC(=O)CN1CCN(Cc2ccccc2Cl)CC1	2	6	-9	-0.2	-4	0.94	1.1	0	0
CCCNC(=O)CCNC(=O)[C@H](O)C(C)(C)CO	0	-3	.	-0.7	-2	1	.	1	.
Cc1cc(C)n2cc(CSCc3ccco3)nc2n1	4	7	-6	-4.6	-2	0.93	1.1	2	-4
Cc1cc(C)n(-c2ccc(NC(=O)C3CCCCN3C(=O)c3occc3C)cc2)n1 (stereo not given)	4	0	20	-0.1	-2	1	0.8	-2	-2
COC(=O)Cn1ncn2c(cc3oc(C)cc32)c1=O	0	-5	-18	-2.5	3	1	1.2	-1	-4
Cc1cccc(NS(=O)(=O)c2ccc(-c3cnc(C4CC4)o3)cc2)c1C	-4	2	8	-0.2	-8	0.98	0.92	-13	-7
COc1ccccc1CNC(=O)CN1C(=O)NC2(CCCCCCC2)C1=O	-5	-19	-10	-0.6	-8	1.2	1.1	-7	0
Next part:
SMILES	A3A deaminase	mIAP block	hIAP inh	MPTP block	APOBEC3G inh	mIAP act	hIAP activ	GRIN3A LBD mod	beta cell repl
Cc1ccc(/C=N/NC(=O)CNC(=O)c2cccs2)o1	-1	0	10	-4.0	-3	1	0.9	-3	2
CNC(=S)NCc1ccc2[nH]c3c(c2c1)CCCC3	-3	2	3	1.4	-6	0.98	0.97	-29	2
CC1CC(C)CN(C(=O)CSc2ccsc2[N+](=O)[O-])C1 (stereo not given)	-1	4	0	-0.2	1	0.96	1	0	-2
Cc1cccc(-n2ncc3c(NCc4cccs4)ncnc32)c1	-2	-30	7	1.7	-1	1.3	0.93	-9	-1
Cn1nnnc1P(=O)(c1ccccc1)c1ccccc1	1	6	2	0.2	1	0.94	0.98	-1	-2
CC(=O)N1CCC(C(=O)Nc2ccc(S(=O)(=O)N3CCCCC3)cc2)CC1	-1	8	-18	1.8	-4	0.92	1.2	9	1
O=C(NCCCNC(=O)c1ccc(Cl)cc1Cl)c1cnccn1	-2	1	-5	-1.8	-5	0.99	1.1	0	-1
COc1ccc2[nH]c3c(c2c1)CCNC3(C)CCc1ccc(Cl)nc1 (stereo not given)	1	5	16	0.4	-3	0.95	0.84	4	-2
C#CC(C)(C)NC(=O)c1ccc(-c2ccccc2F)cc1	-2	-11	-8	-0.2	-12	1.1	1.1	-5	-3
COc1ccc(CNC(=O)c2ccc(-c3ccccc3)cc2)cc1	-2	-1	10	0.5	-5	1	0.9	-2	-1
CC12CCC(C(=O)N(CCCCN3CCN(c4ccccn4)CC3)C1=O)C2(C)C (stereo not given)	-8	1	-2	0.3	-9	0.99	1	-3	-2
COc1cc(/C=C/C(=O)O)cc(S(=O)(=O)Nc2ccc3nc(SC)sc3c2)c1OC	4	-18	-13	-1.0	-3	1.2	1.1	2	0
O=[N+]([O-])c1ccc(S(=O)(=O)N2CCC3(CC2)OCCN3S(=O)(=O)c2cccs2)cc1	-3	2	-7	-3.5	-9	0.98	1.1	0	4
CC(C(=O)O)N1C(=O)C2C3CC(C2C1=O)C1C(c2ccccc2)c2sc(=O)[nH]c2SC31 (stereo not given)	1	14	7	0.2	0	0.86	0.93	0	0
COc1ccc(C)cc1-n1nnnc1SCC(=O)NNC(=O)c1ccc([N+](=O)[O-])cc1	-1	6	-34	3.3	-8	0.94	1.3	-5	-2
O=C1CCC(C(=O)N2CCCO2)CN1Cc1cccc(C(F)(F)F)c1 (stereo not given)	-6	-1	7	-0.5	1	1	0.93	0	-3
CC(C)=CC(=O)OCC(=O)Nc1cc(C)ccc1C	-2	-10	-14	0.1	-7	1.1	1.1	1	3

Screening results from PubChem.
